# High-throughput results from PubChem BioAssay.
# PLC-gamma1 inh: blocks human PLC-gamma1 enzyme activity | P19174 | purified PLC-gamma1, fluorogenic substrate, fluorescence | inhibition, % at 12.2 µM | 370,000 tested, 0.84% active | AID 720700; in the data active means inhibition above about 9.5%
# UHRF1 binding: human UHRF1 methylated DNA binding inhibitors; Q96T88; UHRF1 binding to methylated oligo, TR-FRET; inhibition, % at 4.4 µM; 370,000 tested, 0.75% active; AID 687016; in the data active means inhibition above about 21%;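 further: UHRF1 SRA domain binding a hemimethylated CpG hairpin DNA probe; 0% = median of test compound wells and 100% = reference inhibitor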
# KLK7 zymogen act: activates the human kallikrein-7 zymogen | purified proKLK7, EDANS-DABCYL substrate fluorescence; 100% is mature enzyme control, 0% vehicle | activation, % at 7 µM | AID 652039 | 370,000 tested, 0.9% active | P49862;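 active means activation above the mean of all tested compounds plus 3 SD, computed per campaign excluding outliers beyond control limits, cut at about 13% in these data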
# ARFGAP1 inh: inhibitors of rat ARFGAP1 | 360,000 tested, 0.26% active | Q62848 | inhibition, % at 16.5 µM | Arfgap1-stimulated ARF1 GTP hydrolysis, GDP FP detection;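 active means inhibition above a per-plate limit, mean inhibition of low control wells plus 3 SD, cut at about 25% in these data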;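 further: 0% = DMSO wells with enzyme and 100% = wells lacking Arfgap1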
# Target sequence (Q62848 1-136 limits assumed): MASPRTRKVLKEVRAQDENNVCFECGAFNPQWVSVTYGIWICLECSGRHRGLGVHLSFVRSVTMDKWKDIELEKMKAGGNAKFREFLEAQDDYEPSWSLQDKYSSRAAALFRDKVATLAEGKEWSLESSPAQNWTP
#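 Repeats: one replicate per compound; assay system: rat Arfgap1 catalytic domain, aa 1-136; times: enzyme reaction 120 min at 25 °C after 20 min preincubation; detection: FP of antibody-bound GDP Alexa 633 tracer, ex 620/em 688 nm; benchmarks: high control wells lacking Arfgap1, low control full reaction with DMSO; reagent: human ARF1(Δ1-17)-GTP substrate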
# MBD2 inh: MBD2-methylated oligo binding inhibition | AID 686964 | TR-FRET, MBD2 binding to methylated oligonucleotide | 370,000 tested, 0.31% active | inhibition, % at 4.4 µM; in the data active means inhibition above about 13%
# ASAP1 GAP inh: ASAP1 ArfGAP inhibition; 360,000 tested, 0.19% active; ASAP1-stimulated ARF1 GTP hydrolysis, GDP FP detection; Q9ULH1; inhibition, % at 16.5 µM; in the data active means inhibition above about 25%;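 further: 0% = vehicle with enzyme and substrate and 100% = no enzyme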
# Target sequence (Q9ULH1 325-724 limits assumed): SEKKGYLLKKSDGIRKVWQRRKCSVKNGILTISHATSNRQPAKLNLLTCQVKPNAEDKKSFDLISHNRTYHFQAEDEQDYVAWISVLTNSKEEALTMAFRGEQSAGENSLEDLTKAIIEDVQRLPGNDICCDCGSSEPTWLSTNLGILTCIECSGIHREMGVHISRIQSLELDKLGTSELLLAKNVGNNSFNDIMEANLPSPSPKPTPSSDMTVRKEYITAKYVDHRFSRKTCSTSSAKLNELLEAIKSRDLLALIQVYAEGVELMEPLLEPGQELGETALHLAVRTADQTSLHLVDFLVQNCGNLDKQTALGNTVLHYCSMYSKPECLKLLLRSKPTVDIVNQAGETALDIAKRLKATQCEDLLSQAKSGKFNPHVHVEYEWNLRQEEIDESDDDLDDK
# ADAM17 inh: inhibits human ADAM17; recombinant ADAM17, EDANS/DABCYL FRET peptide cleavage; inhibition, % at 6.95 µM; 370,000 tested, 0.83% active; AID 720648;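 active means inhibition above the mean of compounds lying between control limits plus 3 SD, set per campaign, cut at about 8.5% in these data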;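 further: 0% = DMSO-only wells as the low control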
# DDE Tn6 FP inh: disrupts Tn6 cyclic peptide binding to fibrin D-Dimer-E complex | P02675 | Fibrin DD(E) TRITC-Tn6 fluorescence polarization displacement | inhibition, % at 8.3 µM | 370,000 tested, 0.21% active;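 active means inhibition above a per-campaign cutoff: mean of compounds within control limits plus 3 SD, cut at about 15% in these data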;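 further: 0% = median of all compound wells on the plate and 100% = blocking peptide control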
# Target sequence (P02675 whole entry, looked up): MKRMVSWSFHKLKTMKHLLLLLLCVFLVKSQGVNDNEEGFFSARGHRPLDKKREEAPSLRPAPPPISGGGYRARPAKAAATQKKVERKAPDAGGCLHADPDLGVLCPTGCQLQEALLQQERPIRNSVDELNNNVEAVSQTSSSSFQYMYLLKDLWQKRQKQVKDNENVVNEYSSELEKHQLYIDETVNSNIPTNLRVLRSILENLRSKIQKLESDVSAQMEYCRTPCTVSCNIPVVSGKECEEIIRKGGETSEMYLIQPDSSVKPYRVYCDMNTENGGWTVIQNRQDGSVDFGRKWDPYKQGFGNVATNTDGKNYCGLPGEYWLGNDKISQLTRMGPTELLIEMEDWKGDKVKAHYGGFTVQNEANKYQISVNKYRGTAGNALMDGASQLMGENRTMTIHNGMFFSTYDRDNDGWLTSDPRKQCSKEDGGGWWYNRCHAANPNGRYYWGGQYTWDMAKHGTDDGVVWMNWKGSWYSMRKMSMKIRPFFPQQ
# DDE Tn7 FP inh: disrupts Tn7 cyclic peptide binding to fibrin D-Dimer-E complex; FP displacement of FITC-Tn7 peptide from fibrin DD(E); 0% = median of compound wells per plate; inhibition, % at 8.3 µM; 370,000 tested, 0.13% active;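 active means inhibition above the mean of compounds falling within the control limits plus 3 SD of them, cut at about 14% in these data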;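 further: 0% = plate median of compound wells and 100% = 10 µM Aha-Tn7 peptide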
#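 system = human fibrin DD(E) protein | quantity = DD(E) 2 µM final | medium = Tris/NaCl/CaCl2 buffer, pH 7.8 | also added = labelled Tn7 tracer, 0.1 µM | compound dosing = single point at 8.3 µM | timing = compound with protein 10 min, then 3 h after probe, room temperature | signal = FP measurement | benchmarks = Aha-Tn7 high control | repeats = one replicate per compound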
# PLC-beta3 inh: inhibitors of human phospholipase C beta3; inhibition, % at 12.2 µM; Purified PLC-beta3, fluorogenic substrate, fluorescence; AID 720704; 370,000 tested, 0.18% active; Q01970; in the data active means inhibition above about 11%;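 further: 0% = median of compound wells on plate and 100% = full blocker control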
# Numbers without * were called inactive; i = inactive; . = not tested or not shown. Rows were taken by chance. About 4.1% of those tested had a hit in this group.
SMILES,PLC-gamma1 inh,UHRF1 binding,KLK7 zymogen act,ARFGAP1 inh,MBD2 inh,ASAP1 GAP inh,ADAM17 inh,DDE Tn6 FP inh,DDE Tn7 FP inh,PLC-beta3 inh
CCOc1cccc(CN2CCCC(C(=O)Nc3cccc(-n4cccn4)c3)C2)c1 (stereo unspecified),0,5,-0.4,14,3,14,-2,-6,-2,-5
O=C(Nc1ccc(S(=O)(=O)O)cc1)c1ccc2c(c1)S(=O)(=O)c1ccccc1C2=O,1,-1,1.1,8,3,0,0,-8,5,5
CCCCn1nnnc1C(c1ccccc1)N1CCN(c2ccc(F)cc2)CC1 (stereo unspecified),2,0,0.6,-1,4,6,0,-1,-3,8
Cc1cc(C)n(C(=O)CNC(=O)c2ccc3c(c2)OCCO3)n1,0,1,-0.3,-2,3,-7,-4,3,0,0
COc1ccc(C(=S)N2CCCC2)cc1Br,1,0,-0.5,-1,2,-6,0,-5,3,-2
COC(=O)[C@@]1(Cc2ccccc2)[C@H]2C(=O)N(Cc3ccccc3)C(=O)[C@H]2[C@H]2CN=C(SCc3ccc(C#N)cc3)N21,1,2,-0.4,-5,-6,13,6,-7,7,3
O=C(O)Cc1ccc(NS(=O)(=O)c2ccccc2Br)cc1,5,4,0.1,-10,3,1,0,-7,-3,-54
CCn1c(=NC(=O)CSC(C)=O)sc2ccccc21,0,0,-0.2,10,1,-3,-5,-1,4,-1
CNC(=S)N1CCC(n2cnc3ccccc32)CC1,4,2,0.1,20,-1,10,-3,-3,-4,2
CN1C(=O)C[C@@](C#N)(C(=O)N2CCCC2)[C@H]1c1ccccc1,0,0,-0.1,.,1,.,-2,0,7,-1
COc1ccc(OC)c(C(=O)COC(=O)c2cccnc2Cl)c1,-12,4,0.2,6,-4,-1,-3,1,2,-26
CCc1nn(C(CC)C(=O)NCC(C)c2ccccc2)c(=O)c2cc3occc3n12 (stereo unspecified),-12,4,0.5,3,9,-2,-10,-4,6,-35
CC1(C)CC(=O)C=C(c2cccs2)C1,4,2,-0.1,11,3,0,-4,-2,-4,4
CCOc1ccc(NC(=O)CSc2nc3c(c(=O)n2-c2ccccc2OC)SCC3)cc1,2,2,0.3,0,1,1,-1,-1,2,1
CCNc1nc(C)cc(COC)c1C#N,-38,-2,-1.4,-1,2,5,-138,-5,-3,-45
COC(=O)C1=C(C(=O)OC)C(C(=O)OC)C(C(=O)OC)C(C(=O)OC)(C(=O)OC)C(C(=O)OC)=C1C(=O)OC (stereo unspecified),0,5,1.1,-8,-2,-20,-1,3,4,-2
CCC1(C)Cc2c(c(=O)n(-c3ccccc3)c3ncnc(N)c23)CO1 (stereo unspecified),-2,0,0.1,10,4,-16,-9,3,4,-2
O=[N+]([O-])c1cc(/C=N/Nc2nc(N3CCCCC3)nc(N3CCCCC3)n2)ccc1O,1,1,-0.5,0,4,-6,-3,8,-2,-1
Fc1ccc(-c2nc3cnccn3c2NC2CCCC2)cc1,i,2,58*,-4,0,16,-212,7,-6,i
Cc1cc(Nc2cc(F)ccc2C)n2nc(C)nc2n1,-3,6,0.4,-18,4,-16,-3,-4,0,-2
O=c1oc(CCO)cc2ccccc12,-1,-2,0.2,-6,-1,5,-4,-5,-10,2
CC(=O)NC(CC(=O)NCc1ccncc1)c1ccccc1 (stereo unspecified),-2,3,-0.7,11,-1,11,-6,2,7,-7
COc1ccc(OC2CCN(C(=O)Nc3ccc(C)cc3)CC2)cc1,3,1,0.3,3,-1,6,0,5,-1,-6
CCOC(=O)CSc1ccc(S(=O)(=O)N2CCCC2)cc1[N+](=O)[O-],4,-1,0.9,-8,-5,-4,1,-1,0,0
Cc1ccc(S(=O)(=O)CCC(=O)OCC(=O)NCC(=O)Nc2cccc(C)c2C)cc1,1,0,-0.7,-5,-6,2,-2,-1,3,-4
O=C(Nc1ccc2c(c1)OCO2)C1CC(=O)N(c2cccc(Cl)c2)C1 (stereo unspecified),1,-2,-0.2,1,-1,10,2,2,4,-7
CC(=O)N1CCc2ccc(S(=O)(=O)N3CCN(C)CC3)cc21,-1,1,0.2,0,1,-9,0,-9,6,-2
CCN(C(=O)COC(=O)C1CCN(S(=O)(=O)c2c(Cl)cccc2Cl)CC1)C1CCCCC1,2,-1,0.0,7,3,-16,0,-4,2,-6
NC(=O)CC(NC(=O)Cc1ccc(Br)cc1)c1ccc(N2CCN(c3ccccn3)CC2)c([N+](=O)[O-])c1 (stereo unspecified),0,1,0.0,-5,0,6,-1,3,-3,3
O=C(COC(=O)C1(c2cccc(F)c2)CCCC1)NCc1cccs1,1,1,0.3,-5,-2,-15,3,0,1,-5

# Sorted by the number under DDE Tn7 FP inh (smallest number first): some entries from above
SMILES,PLC-gamma1 inh,UHRF1 binding,KLK7 zymogen act,ARFGAP1 inh,MBD2 inh,ASAP1 GAP inh,ADAM17 inh,DDE Tn6 FP inh,DDE Tn7 FP inh,PLC-beta3 inh
O=c1oc(CCO)cc2ccccc12,-1,-2,0.2,-6,-1,5,-4,-5,-10,2
Fc1ccc(-c2nc3cnccn3c2NC2CCCC2)cc1,i,2,58*,-4,0,16,-212,7,-6,i
CCCCn1nnnc1C(c1ccccc1)N1CCN(c2ccc(F)cc2)CC1 (stereo unspecified),2,0,0.6,-1,4,6,0,-1,-3,8
Cc1cc(Nc2cc(F)ccc2C)n2nc(C)nc2n1,-3,6,0.4,-18,4,-16,-3,-4,0,-2

# Looked up above:
# NC(=O)CC(NC(=O)Cc1ccc(Br)cc1)c1ccc(N2CCN(c3ccccn3)CC2)c([N+](=O)[O-])c1 (stereo unspecified) | PLC-gamma1 inh: 0
# CC(=O)NC(CC(=O)NCc1ccncc1)c1ccccc1 (stereo unspecified) | DDE Tn7 FP inh: 7
# COc1ccc(OC2CCN(C(=O)Nc3ccc(C)cc3)CC2)cc1 | ADAM17 inh: 0
# CCN(C(=O)COC(=O)C1CCN(S(=O)(=O)c2c(Cl)cccc2Cl)CC1)C1CCCCC1 | ADAM17 inh: 0
# O=C(Nc1ccc2c(c1)OCO2)C1CC(=O)N(c2cccc(Cl)c2)C1 (stereo unspecified) | ADAM17 inh: 2
# O=c1oc(CCO)cc2ccccc12 | KLK7 zymogen act: 0.2
# CC(=O)N1CCc2ccc(S(=O)(=O)N3CCN(C)CC3)cc21 | UHRF1 binding: 1

# Next section
SMILES,PLC-gamma1 inh,UHRF1 binding,KLK7 zymogen act,ARFGAP1 inh,MBD2 inh,ASAP1 GAP inh,ADAM17 inh,DDE Tn6 FP inh,DDE Tn7 FP inh,PLC-beta3 inh
C=CCNC(=S)N/N=C/c1cn(C)c2ccccc12,-2,5,-1.0,-12,0,-7,-3,-1,0,-3
O=C(Oc1ccc2c(c1)OCO2)c1cccs1,0,-3,0.1,2,3,2,-2,-7,-4,4
CCc1ccc(S(=O)(=O)NCc2cn3c(C)csc3n2)s1,1,-1,-0.1,-4,1,-2,-2,3,2,1
O=C(Nc1ccc(S(=O)(=O)Nc2nccs2)cc1)C1=NN(c2ccccc2)C(=O)CC1,-9,2,0.4,-9,-1,-15,-3,8,1,-24
CCN1C(=O)N(c2ccc(C(C)=O)cc2)S(=O)(=O)c2ccccc21,0,0,0.5,13,-6,-11,1,-5,-5,-4
COc1ccc(C(=O)NC2CCCc3ccccc32)cc1 (stereo unspecified),-2,0,0.4,16,3,-1,-2,1,-2,-7
COc1ccc(/C=N/NC(=O)c2ccc3c(c2)OCCO3)cc1[N+](=O)[O-],11*,0,-0.8,23,6,0,1,-5,-2,-3
COc1cccc(C(c2nnnn2Cc2ccccc2)N2CCN(C3CCCC3)CC2)c1OC (stereo unspecified),4,0,-0.3,7,1,-7,-2,-11,-2,0
COC(=O)[C@]12C[C@H](CC(=O)N3CCSCC3)C(=O)N(Cc3ccco3)C1=C[C@H](COCc1ccccc1)O[C@@H]2C,6,1,0.2,.,1,.,3,0,-4,3
O=C(Cc1c[nH]c2ccccc12)NNC(=O)c1ccccc1,0,2,0.0,-4,-3,7,2,4,-5,0
OC(Cc1ccccc1Br)c1ncc(-c2ccc(Cl)cc2)[nH]1 (stereo unspecified),-1,-1,0.2,9,-1,1,3,2,-1,0
CC(C)C(=O)Nc1ccc(O)c(-c2csc(N)n2)c1,8,2,-0.4,2,-7,10,2,-6,0,0
CC(C)NC(=O)NC(=O)CN1C(=O)NC(Cc2c[nH]c3ccccc23)C1=O (stereo unspecified),7,1,0.6,-9,-5,-5,2,-2,-2,-1
COc1ccc(/C=N/NC(=O)C2(O)c3ccccc3-c3ccccc32)cc1,0,1,-0.2,-13,1,-7,-1,4,-1,1
c1ccc(Cn2nnc3c(NCC4CCCO4)ncnc32)cc1 (stereo unspecified),0,1,0.0,-7,1,7,-4,0,-3,3
C[C@H]1CN([C@@H](C)CO)C(=O)CCCn2nncc2CO[C@@H]1CN(C)S(=O)(=O)c1ccc(-n2cccn2)cc1,2,8,0.3,-4,4,-6,-2,-5,2,3
Cc1cccc(NCc2n[nH]c(=S)n2-c2ccccc2)c1,-1,-1,-0.3,-15,-4,1,0,-3,-2,3
COC(=O)C1=C(Nc2ccccc2NS(=O)(=O)c2ccc(C(F)(F)F)cc2Cl)CSC1,0,-2,0.0,-5,3,-12,0,-4,3,-6
Cc1nnsc1C(=O)N/N=C/c1cccc(C(F)(F)F)c1,3,0,-0.4,-9,-5,11,2,-2,3,-5
COc1ccc(CCC[C@H](CCC(=O)N(c2ccccc2)c2ccccc2)CCc2ccccc2)cc1,-2,1,-0.7,.,-3,.,1,-8,5,-3
CCOC(=O)c1sc(=S)sc1SCc1cccc(C(F)(F)F)c1,5,2,-0.5,-2,0,-6,3,-8,-2,2
COc1ccc(NC(=O)CSc2nnc(-c3ccccc3Cl)n2Cc2ccco2)c(OC)c1,5,1,0.1,-1,-6,-24,3,-4,-3,7
CC(=O)N1[C@H](Cc2ccccc2)C=C[C@]1(C)C(=O)NCCc1c[nH]c2ccccc12,-2,2,0.8,8,2,-9,-3,6,8,-4
Cc1ccc(S(=O)(=O)N(C)C)cc1NC(=O)COC(=O)CSc1ccccc1,1,3,0.1,1,1,22,4,3,-13,0
COc1ccc(CCNS(=O)(=O)c2csc(C(N)=O)c2)cc1OC,8,1,-0.2,3,-1,-9,-1,-2,-6,-12
